MgcRacGAP inhibition = MgcRacGAP GTPase-activating activity inhibitors, confirmation, biochemical, ADP Hunter fluorescence; 0.6% of 340,000 active; AID 624330; MgcRacGAP-stimulated Rac1 GTP hydrolysis, ADP Hunter fluorescence; higher % means a stronger effect; GST-tagged Rac1 F28L mutant substrate; inhibition, % at 30 µM; hits with a dose series show IC50 in µM;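 active = first-screen hits whose inhibition reached a set limit at any dose in the follow-up dose series; inconclusive = inhibition above the set first-screen limit but never retested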;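 note: fluorescence reports GDP produced by GAP-driven GTP hydrolysis; strong numbers were not always called active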
TNAP activation fold = human TNAP enzyme activators, primary screen, biochemical, luminescent, no phosphate acceptor, uHTS (AID 1001); one-dose activation fold at 20 µM; EC50 in µM for titrated hits; 0.03% of 200,000 active; purified TNAP, luminescent activation assay, no phosphate acceptor; higher activation fold means a stronger effect; in the data active = activation fold from about 3, or a potency from the dose series; inactive = the rest, 99 in 100 with activation fold below about 1.6; note: many of its hits are not listed in these tables
Myeloid diff MLP = myeloid differentiation induction. ER-HoxA9 myeloid progenitors, lysozyme-GFP differentiation, flow cytometry. calls only at 10 µM. 1% of 360,000 active;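 active = normalized GFP-positive differentiation at or above the plate's own cutoff, the solvent-only control mean plus 3 SD; inconclusive = no clear call, values can overlap the other calls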;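 note: cells exposed to compound for four days before flow analysis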
SV40 large T antigen = TAg ATPase/helicase activity blockers – biochemical (AID 1903); one-dose inhibition, % at 20 µM; IC50 in µM for titrated hits; 0.39% of 310,000 active; SV40 large T antigen ATPase/helicase inhibition assay; higher % means a stronger effect; in the data active = a potency from the dose series; inconclusive = inhibition mostly from about 32% at the one dose, without a potency; inactive = the rest, 99 in 100 with inhibition below about 32%; note: strong numbers were not always called active
RSV CPE inhibition = RSV antiviral activity via CPE protection, HEp-2 cells, primary 10 µM value included (AID 2391). 0.13% of 310,000 active. HEp-2 cells, RSV-induced CPE inhibition; higher % means a stronger effect. CPE inhibition, % at 10 µM; hits with a dose series show IC50 in µM; in the data active = a potency from the dose series; inconclusive = CPE inhibition mostly from about 23% at the one dose, without a potency; inactive = the rest, 99 in 100 with CPE inhibition below about 21%; note: strong numbers were not always called active
PhoP inhibition = PhoP-dependent GFP reporter repression – Salmonella Typhimurium, primary screen (AID 1863); S. Typhimurium PhoP-regulated promoter GFP reporter, 4 h; higher % means a stronger effect; inhibition, % at 50 µM; hits with a dose series show IC50 in µM; 0.16% of 300,000 active;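 active = inhibition over 29.93%, a cutoff 3 SD above the screen mean, later confirmed by dose response; inconclusive = inhibition over 29.93% but no dose response follow-up; inactive = inhibition at most 29.93% or unconfirmed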;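 note: 0% = low Mg2+ inducing control and 100% = high Mg2+ repressing control; strong numbers were not always called active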
T cell modulator = modulates CD8 T cell binding to vesicles | AID 2052 | 2C CD8+ T cell-vesicle binding, flow cytometry; hits give low values | 0.068% of 330,000 active | calls only at 7 µM;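 active = response, share of CD8 T cells binding vesicles, and their 90th percentile fluorescence all below set limits, cut at about 80% in these data, passing the limit was not always enough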
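System: murine 2C transgenic CD8+ T lymphocytes; also added: QL9-loaded Drosophila micro-vesicles; times: binding 1.5 h at 37 °C; measured by: flow cytometry, PE anti-B7-1 (FL2) versus Alexa647 anti-CD8 (FL8), PFA-fixed; control set: Peptide-free naked vesicles (low) and QL9 vesicles with 0.7% DMSO vehicle (high)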
NTR1 agonist = agonists of NTR1, primary screen, imaging, U2OS cells, beta-arrestin-GFP, high content (AID 493036). P30989. NTR1-U2OS beta-arrestin-GFP spot imaging, agonist mode. activation, % at 20 µM. 0.17% of 330,000 active;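 active = activation at or above 40% of the spot to cytoplasm intensity ratio, with at least 20 cells analyzed; inconclusive = wells under 20 cells, flagged as cytotoxic or low count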;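 note: 0% = DMSO without peptide and 100% = 100 nM NTR1 peptide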
Target sequence (P30989 whole entry, looked up): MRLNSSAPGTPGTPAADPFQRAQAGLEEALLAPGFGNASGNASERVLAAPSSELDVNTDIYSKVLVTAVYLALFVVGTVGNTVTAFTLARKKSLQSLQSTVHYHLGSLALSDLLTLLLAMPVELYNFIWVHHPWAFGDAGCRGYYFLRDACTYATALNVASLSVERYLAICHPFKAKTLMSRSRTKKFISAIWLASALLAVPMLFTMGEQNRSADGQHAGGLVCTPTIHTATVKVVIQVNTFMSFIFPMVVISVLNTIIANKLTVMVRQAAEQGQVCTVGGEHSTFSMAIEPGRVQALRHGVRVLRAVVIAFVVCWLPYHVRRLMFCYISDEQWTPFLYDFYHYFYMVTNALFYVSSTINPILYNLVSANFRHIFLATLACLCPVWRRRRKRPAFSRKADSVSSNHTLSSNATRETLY
K1F lysis inhibition = inhibition of K1F phage lysis, E. coli UTI89, bacterial capsule biogenesis inhibitors, alamar blue (AID 488966). E. coli UTI89 K1F phage lysis, alamar blue, 2 h; higher % means a stronger effect. inhibition, % at 100 µM; hits with a dose series show IC50 in µM. 0.02% of 340,000 active;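 active = phage lysis inhibition, versus mean bacterial control, above a set limit; inconclusive = no clear call, values can overlap the other calls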;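 note: capsule biogenesis inhibitors block K1F phage lysis so surviving cells raise fluorescence; higher fluorescence means more inhibition of phage lysis; actives were called in the ten point dose series up to 300 µM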
T cell modulator vesicle-bound % = second read-out of T cell modulator, no call of its own (marks repeat the call); double positive events, %; measured here: CD8+ vesicle-bound cell fraction;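 binding gate set so that unloaded-vesicle control wells show 10% double positive cells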
NTR1 agonist cell count 20 µM = also measured in NTR1 agonist; calls as there; cell count; measured here: cell count, cytotoxicity flag
Myeloid diff MLP GFP+ MAC1+ % = second read-out of Myeloid diff MLP, no call of its own (marks repeat the call); GFP+ MAC1+ double positive, %; measured here: differentiation confirmed by MAC1 staining
* = called active by the depositor; i = inactive; ? = inconclusive; / = not tested or not shown; [ ] = remark or other dose.

SMILES | MgcRacGAP inhibition | TNAP activation fold | Myeloid diff MLP | Myeloid diff MLP GFP+ MAC1+ % | SV40 large T antigen | RSV CPE inhibition | PhoP inhibition | T cell modulator | T cell modulator vesicle-bound % | NTR1 agonist | NTR1 agonist cell count 20 µM | K1F lysis inhibition
COc1ccc(S(=O)(=O)NNC(=O)C23CC4CC(CC(C4)C2)C3)cc1 | 7% | / | i | 1.4 | 7% | 2.1% | 3% | i | 46 | 1.2 | 57 | 0.8%[50 µM]
Cc1ccccc1-c1ccc(=O)n(CC(=O)Nc2ccc(S(=O)(=O)N(C)C)cc2)n1 | 8% | 0.9 | i | 0.1 | 0% | 0.4% | 1% | i | 52 | 3.1 | 30 | -0.5%
COc1c(F)c(F)c(C(=O)Nc2ccc(-c3nc4ccccc4[nH]3)cc2)c(F)c1F | -1% | 1 | i | 0.2 | 7% | 2.0% | 3% | i | 48 | 0.6 | 62 | -0.1%
CC(Sc1nnnn1C)C(=O)Nc1ccccc1 (centres undefined) | -3% | 1.1 | i | 0.7 | -6% | 3.8% | -3% | i | 28 | -1.6 | 79 | -0.7%
Cn1cccc1CNC(=O)Nc1ccccc1 | 3% | 1 | i | 9.3 | 5% | 1.1% | -7% | i | 7 | -1.5 | 50 | 5.7%
COc1ccc(S(=O)(=O)Cc2ccc(C(=O)N3CCOCC3)o2)cc1 | -1% | 1.1 | i | 1.6 | 7% | 0.0% | 26% | i | 40 | 3.2 | 57 | -3.1%
CC(C)NC(=O)COC(=O)CNC(=O)c1cc(Cl)cc([N+](=O)[O-])c1 | 3% | 1.1 | i | 0.5 | -2% | 0.6% | -3% | i | 48 | -0.4 | 105 | 0.2%
COCCCNC(=O)CCCn1c(=O)c2ccccc2n(CC(=O)Nc2c(C)cccc2C)c1=O | 6% | 1.1 | i | 0.7 | 1% | 0.3% | -14% | i | 1 | -0.4 | 61 | 0.3%
COc1cc(C)c(C(C)C)cc1S(=O)(=O)N1CCOCC1 | 6% | 0.9 | i | 1.0 | -1% | 0.6% | -11% | i | 39 | -1.1 | 63 | 1.4%
COc1ccccc1N1C(=O)C2CC(C)=C(C)CC2C1=O (centres undefined) | 8% | 1 | i | 1.5 | 7% | -0.7% | -11% | i | 44 | 0.3 | 39 | -0.4%[50 µM]
O=C(O)c1ccc(Br)cn1 | 6% | 1.1 | i | 0.2 | 5% | -0.4% | 2% | i | 48 | -0.9 | 63 | 0.3%
COc1ccc(Cc2nnc(NC(=O)c3cccc(C)c3)s2)cc1 | 3% | 1.1 | i | 0.0 | -5% | -1.7% | -12% | i | 53 | -1.7 | 75 | 0.6%
COc1ccc(CN(C)C(=O)Cn2cnc3c(OCc4ccccc4)ncnc32)cc1OC | 3% | / | i | 0.5 | / | / | / | i | 10 | -1.6 | 66 | 0.0%
CC(=O)Nc1ccc(S(=O)(=O)N2CCN(c3ccc([N+](=O)[O-])c(NCCN4CCOCC4)c3)CC2)cc1 | 6% | 0.9 | i | 0.6 | 2% | 2.0% | -11% | i | 36 | 2.2 | 67 | 0.0%
OCCOCCNc1ncnc2c1cnn2-c1ccc(Cl)cc1 | 4% | 1.1 | i | 1.1 | 8% | 4.4% | -2% | i | 28 | 0.5 | 74 | 0.8%
CC12CCC(C(=O)NCc3ccc4c(c3)OCO4)(CC1=O)C2(C)C (centres undefined) | 3% | 1.1 | i | 1.3 | 3% | -0.4% | -4% | i | 19 | -0.2 | 72 | 0.2%
O=S(=O)(Nc1cc(Sc2ncn[nH]2)c(O)c2ccccc12)c1ccccc1 | / | 0.9 | i | 1.3 | ? | / | 110% | / | / | -2.3 | 8 | /
CN(CC(=O)Nc1c(Cl)cccc1Cl)C(=O)c1n[nH]c2ccccc12 | 5% | / | i | 0.8 | 12% | 2.9% | -6% | i | 50 | 0.7 | 61 | 1.4%[50 µM]
O=C(NC(=S)Nc1ccc(-c2ccc(CO)o2)cc1)c1cccs1 | / | 1 | i | 0.4 | 4% | 1.8% | 0% | i | 58 | 6.7 | 90 | /
CCOC(=O)[C@H]1[C@H]2COc3ccc(C)cc3[C@@H]2N2C(=O)CN(Cc3ccc(C)cc3)C(=O)[C@@]12C | 10% | / | i | 2.1 | / | 0.4% | / | i | 27 | 8.3 | 58 | 0.9%
Cc1ccc(NS(=O)(=O)c2ccc(Cl)c(NC(=S)NC(=O)C3CCCCC3)c2)cc1Cl | -2% | 1.1 | i | 0.5 | 1% | -2.0% | 21% | i | 48 | 55* | 37* | 14%
COc1ccc(-c2nc(C)sc2CC(=O)O)cc1 | 4% | 1.1 | i | 0.0 | 9% | 0.4% | -30% | i | 40 | 0.3 | 56 | 0.2%
Cc1ccc(COC(=O)CN2C(=O)NC3(CCCC3)C2=O)cc1 | 5% | / | i | 0.4 | / | 0.5% | / | i | 11 | 0.8 | 98 | 0.9%[50 µM]
c1ccc(CN2CCN(c3nc(N4CCOCC4)c4ccccc4n3)CC2)cc1 | 13% | / | i | 0.2 | / | -0.9% | / | i | 38 | 2.4 | 84 | 0.1%
CC1CCN(C(=S)NCCc2ccccc2)CC1 | 5% | 1.1 | i | 2.6 | 2% | / | -7% | i | 39 | 2.2 | 47 | 4.8%
CCOC(=O)C[C@H]1c2cc(F)ccc2S(=O)(=O)N1C(C)C | 14% | / | i | 1.7 | 17% | 1.2% | 3% | i | 22 | -0.7 | 90 | 1.2%
COc1ccc([C@@H]2[C@@H]3C(=O)N(C(C)(C)C)C(=O)[C@@H]3[C@]3(CC(C)C)C(=O)N(c4ccc(C(F)(F)F)cc4)C(=O)N23)cc1 | 4% | / | i | 0.9 | 18% | 11% | -10% | i | 27 | 5.7 | 87 | 1.9%
CC(=O)c1cccc(OC(=O)c2cc(S(=O)(=O)N3CCOCC3)ccc2N2CCCC2)c1 | 1% | / | i | 0.6 | / | 0.8% | / | i | 36 | 4.6 | 51 | 0.3%[50 µM]
O=C(/C=C/Nc1ccccc1OC(F)(F)F)C(F)(F)F | 1% | 1.1 | i | 1.4 | 13% | 0.6% | -6% | i | 44 | -1.9 | 66 | 0.2%
COc1cc(/C=C2\SC(=O)NC2=O)ccc1Oc1ccc([N+](=O)[O-])cn1 | 0% | / | i | 0.8 | 11% | 21% | -1% | i | 15 | 0.2 | 58 | -1.5%
CCOC(=O)C(Cc1ccc(O)cc1)NC(=O)CNC(=O)C1CCCN1C(=O)OC(C)(C)C (centres undefined) | / | 1.2 | i | 0.2 | 11% | -1.4% | -5% | i | 47 | 0.9 | 49 | /
Cc1ccc(C(=O)N2CCN(S(=O)(=O)c3ccc(C(C)C)cc3)CC2)s1 | 5% | / | i | 0.4 | 2% | 12% | 4% | i | 36 | 1.3 | 41 | -0.1%[50 µM]
CC(C)Sc1nc2c(c(=O)n1C)SC(C)C2 (centres undefined) | 12% | 1.1 | i | 1.7 | 6% | 1.2% | 3% | i | 35 | -1.3 | 57 | 5.1%
COC(=O)CNC(=O)c1cc(-c2ccncc2)nc2ccc(C)cc12 | 4% | / | i | 1.2 | 8% | 0.7% | 4% | i | 61 | 0.7 | 66 | 0.9%[50 µM]
O=C(CCN1C(=O)[C@@H]2Cc3ccccc3CN2C1=O)NCc1ccc(Cl)cc1 | 14% | / | i | 0.3 | 9% | -0.1% | -3% | i | 8 | 1.3 | 55 | 0.3%
CC(NC(=O)CCN1N=C(c2ccccc2)CCC1=O)c1ccc2c(c1)OCCO2 (centres undefined) | / | 1.1 | / | / | 8% | 2.6% | 7% | i | 11 | -1.4 | 60 | /
Cc1nc(SCCCSc2n[nH]c(C)n2)n[nH]1 | 6% | 2.4 | i | 0.9 | 1% | 0.1% | 6% | i | 45 | -1.1 | 37 | 0.5%
Cc1cc(C(=O)C(C)OC(=O)c2cnccn2)c(C)n1-c1ccccc1 (centres undefined) | 7% | / | i | 0.4 | 20% | 14% | -2% | i | 28 | 1.3 | 57 | 1.9%[50 µM]
CCN1C(=O)N(CC)C2NC(=S)NC21 (centres undefined) | 9% | 0.9 | i | 0.9 | 25% | 2.5% | -11% | i | 42 | 0.2 | 46 | 0.5%
O=C(COC(=O)COc1ccccc1[N+](=O)[O-])NC1CCCCC1 | 6% | / | i | 0.4 | / | 2.0% | / | i | 25 | -1.2 | 76 | 0.4%[50 µM]
Cc1cc(C)cc(C(=O)OCC(=O)NCc2ccco2)c1 | -2% | / | i | 0.9 | / | / | / | i | 51 | 0.0 | 55 | -1.5%
CC(=O)c1cccc(NC(=O)C(C)N2CCc3ccccc3C2)c1 (centres undefined) | -4% | / | i | 0.1 | 5% | 3.1% | -1% | i | 19 | -0.2 | 59 | 0.3%
Cc1nn(-c2ccccc2)c2c1C1(C(=O)N(C)c3ccccc31)N(c1ccccc1)C(=O)N2 (centres undefined) | 1% | 1 | i | 1.5 | -2% | 1.6% | -7% | i | 26 | -1.2 | 71 | 2.1%
COc1ccc(NC(=O)C2CCN(C(=O)Nc3ccccc3)CC2)cc1S(=O)(=O)N(C)C | 7% | / | i | 0.3 | / | -0.1% | / | i | 20 | -1.2 | 72 | 0.5%[50 µM]
COc1cccc(-n2c(SCC(=O)N3CCc4ccccc43)nnc2-c2c[nH]c3ccccc23)c1 | 0% | 1.1 | i | 1.5 | 4% | 0.6% | -7% | i | 25 | 8.4 | 55 | -0.8%
CC(C)OC(=O)CCCN1C(=O)c2ccc(N)cc2C1=O | 8% | 1.1 | i | 0.4 | 14% | 0.9% | -8% | i | 2 | 0.1 | 56 | 0.4%

Screens as filed in PubChem.
